TRAIL sens C8 = viability loss with TRAIL in NB7+C8 cells, primary screen, TRAIL sensitizer project, cell-based, ATPlite luminescence; inhibition (viability loss, TRAIL sensitization), % at 10 µM; 360,000 compounds, 1% hits; AID 624354, 2012;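 active = compounds causing at least 50% loss of cell viability in the single-dose screen, relative to plate controls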
NR2E3 ag-1 = inhibitors of NR2E3-RetCOR corepressor binding, primary screen, NR2E3 agonist project, biochemical, TR-FRET, GST-NR2E3, biotin-RetCOR. Photoreceptor-specific nuclear receptor (Homo sapiens), Q9Y5X4. inhibition of corepressor binding, % at 4.78 µM. 1536-well. AID 2300, 2010. 320,000 compounds, 0.12% hits;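 active = percent inhibition above the cutoff of mean plus 3 SD of all tested compounds, set per screening campaign, cut at about 20% in these data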;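 also: 0% = DMSO wells and 100% = biotin wells as full block of FRET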
Target sequence (Q9Y5X4 whole entry, looked up): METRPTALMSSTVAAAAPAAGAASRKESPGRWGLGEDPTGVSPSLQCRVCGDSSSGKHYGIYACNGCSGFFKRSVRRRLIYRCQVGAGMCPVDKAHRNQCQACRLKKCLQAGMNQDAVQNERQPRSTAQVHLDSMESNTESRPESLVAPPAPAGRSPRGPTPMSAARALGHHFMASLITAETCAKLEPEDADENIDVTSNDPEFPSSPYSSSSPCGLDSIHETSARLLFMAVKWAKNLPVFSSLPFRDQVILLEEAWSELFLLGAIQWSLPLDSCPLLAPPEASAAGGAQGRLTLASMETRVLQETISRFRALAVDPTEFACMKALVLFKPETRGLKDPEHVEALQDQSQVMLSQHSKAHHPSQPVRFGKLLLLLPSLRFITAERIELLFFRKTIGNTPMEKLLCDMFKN
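System: GST-NR2E3 and biotin-RetCOR proteins; probe or stimulus: 7 nM biotin-RetCOR; doses: compound at 4.8 µM, single dose; schedule: Compound–protein incubation for 5 h at 4 °C; detection: time-resolved FRET; read-out: percent inhibition; controls: biotin wells as high control, 0.6% DMSO wells as low control; format: 1536-well plates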
MITF TRPM1 inh = inhibitors of MITF-dependent TRPM1 promoter reporter, primary screen, cell-based, SK-MEL-5, single point, luciferase. SK-MEL-5 TRPM1 promoter luciferase, 24 h. inhibition, % at 12.5 µM. 330,000 compounds, 0.83% hits. AID 488899, 2010;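 active = mean inhibition across replicates of 60% or more, whatever share of single replicates reaches that level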; also: values of inactives mirror those of a sister screen read the other way
EBV LMP1 NFkB = EBV LMP1-driven NF-kappaB luciferase reporter inhibitors, primary screen, cell-based, luminescence, single point. LMP1-induced NF-kappaB luciferase reporter cells. inhibition, % at 12.5 µM. 350,000 compounds, 0.69% hits; in the data active = inhibition above about 41%;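 also: 0% = neutral control wells and 100% = reference inhibitor control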
Shn3 inh set2 = reduction of Shn3 3'UTR firefly luciferase signal, primary screen, Schnurri-3 inhibitor project, cell-based, Clone20 osteoblasts, set 2; Clone20 osteoblast Shn3 3'UTR firefly luciferase, 24 h; AID 588674, 2011; inhibition, % at 12.5 µM; 360,000 compounds, 0.52% hits;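 active = mean inhibition of at least 75% with every replicate also reaching 75%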;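 also: 0% = median of neutral control wells and 100% = pilot-screen positive control compound; some compounds past the cut are filed as inactive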
NR2E3 ag-2 = NR2E3 agonists in two-hybrid cells, primary screen, cell-based, luminescence, CHO-S, Gal4-NCOR/VP16-NR2E3; luciferase; Photoreceptor-specific nuclear receptor (Homo sapiens), Q9Y5X4; 360,000 compounds, 0.35% hits; inhibition of corepressor binding, % at 3.98 µM; AID 602229, 2012;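 active = inhibition above the mean of all tested compounds plus 3 SD, cut at about 70% in these data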;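 also: 0% = DMSO with NR2E3 transfected cells and 100% = cells lacking NR2E3 construct; higher means lower luciferase signal from less NR2E3 corepressor binding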
HIF-2a inh = HIF-2a reporter inhibitors, primary screen, luminescence, 786-0 RCC cells; 786-0 RCC cells HIF-2a reporter, luciferase luminescence, overnight; inhibition, % at 18.8 µM; 360,000 compounds, 0.72% hits; AID 624352, 2012;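 active = inhibition of the luminescence signal of 40% or more relative to plate controls, in a single-dose primary screen at 18.75 µM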
hiPSC survival = enhancers of single-cell hiPSC survival, primary screen, ATPlite luminescence; survival enhancement, % at 20 µM; 360,000 compounds, 0.044% hits; 100% = ROCK inhibitor wells, 0% = DMSO; in the data active = survival enhancement above about 18%;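 also: cells exposed to compounds for 16 hours before the ATP read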
Peg3 promoter = Peg3 promoter-driven luciferase inhibitors, primary screen, cell-based, HeLa, luciferase luminescence | inhibition, % at 20 µM | AID 588405, 2011 | 360,000 compounds, 1.7% hits | HeLa PEG-Prom luciferase reporter, overnight;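 active = inhibition of at least 50% at 20 µM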
KKLEB tox = cytotoxicity in KKLEB CF airway cells, primary screen, cytotoxicity control for CF NF-kB inhibitor project, cell-based, uHTS, fluorescence assay plates; KKLEB CF airway cells viability, ATPlite luminescence, overnight; active compounds read low; cells stimulated with P. aeruginosa culture filtrate; activity change (cytotoxicity), % at 5 µM; 360,000 compounds, 0.36% hits; AID 602141, 2011;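 active = corrected activity change at or below -50% at 5 µM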
CF NFkB inh = inhibitors of PAF-induced NF-kB signaling, primary screen, cell-based, GFP fluorescence, uHTS; KKLEB NF-kB-GFP reporter, GFP fluorescence overnight; inhibition, % at 5 µM; 360,000 compounds, 0.86% hits; AID 588850, 2011;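 active = at least 50% inhibition at 5 µM, scaled per plate between neutral and stimulator controls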;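 also: PAF is a Pseudomonas aeruginosa culture filtrate used as stimulus; plate controls were PAF-stimulated DMSO wells for no effect and unstimulated DMSO wells for full effect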
The depositor's hits bear a star; / = no result given. The list is partial. The share of hits here may be higher or lower than overall.

1. Cn1cccc1C(=O)NC(=O)COC(=O)CNS(=O)(=O)c1ccc(Br)cc1
2. Cc1ccc(NC(=O)CN(C)C(=O)c2cc(C)on2)cc1
3. COC(=O)C1=C(Nc2ccc(C)cc2)C=C(C)C(C(=O)OC)C1c1ccc(F)cc1 (centres undefined)
4. COc1ccc(C(=O)NC(=S)Nc2ccc(S(=O)(=O)Nc3cc(C)on3)cc2)cc1OC
5. CCCC(C)(C)C(=O)N1CCC1(C)C(=O)Nc1ccc(OC)c(OC)c1 (centres undefined)
6. O=C(COC(=O)c1cccc(F)c1)Nc1ccc2c(c1)OCCO2
7. CC(C)(C)Oc1ccccc1Nc1nc(NCCO)nc(N2CCCC2)n1
8. O=C(C1CCCN(S(=O)(=O)c2ccccc2[N+](=O)[O-])C1)N1CCN(c2ccccc2)CC1 (centres undefined)
9. CCC1(C)Cc2c(sc3nc(SCC(=O)O)[nH]c(=O)c23)CO1 (centres undefined)
10. O=c1c2ccccc2c(/C=N/c2n[nH]c(CCCO)n2)c(O)n1-c1ccccc1Cl

Screen / compound no.,1,2,3,4,5,6,7,8,9,10
TRAIL sens C8,14,-4,4,-17,-13,4,-18,-3,5,-12
NR2E3 ag-1,0,-1,0,3,/,2,4,3,7,1
MITF TRPM1 inh,-6,-2,8,18,/,5,-7,-5,-7,-5
EBV LMP1 NFkB,7,-2,0,-4,/,-1,-1,8,-6,-20
Shn3 inh set2,-16,-6,17,5,22,-58,11,-5,15,-55
NR2E3 ag-2,22,-1,7,4,-7,-18,7,1,-5,14
HIF-2a inh,22,7,16,10,12,-52,13,19,6,-23
hiPSC survival,-2.8,-1.1,-0.6,0.0,0.4,1.2,-1.4,3.2,0.3,-1.4
Peg3 promoter,11,-4,22,12,-1,-145,9,8,-1,-27
KKLEB tox,-1,0,-1,-10,-8,7,-5,-10,13,-3
CF NFkB inh,5,21,12,16,-19,10,7,15,-8,6

11. CN(c1ccccc1)S(=O)(=O)c1ccc(C(=O)N2CCN(c3ccccc3F)CC2)cc1
12. COc1ccc(CNS(=O)(=O)c2cc(-c3cc(C)no3)ccc2C)cc1OC
13. COc1cc(/C=C/c2ccc3cccc(O)c3n2)cc(Br)c1OC
14. COCc1nnc(NS(=O)(=O)c2ccc(NC(C)=O)cc2)s1
15. COc1ccc(N2CCN(C(=O)COC(=O)COc3ccc(C#N)cc3)CC2)cc1
16. CCCn1nc(C(=O)Nc2ccc3nc(C)sc3c2)c2ccccc2c1=O
17. Cn1ccc2c(-c3ccc(F)cc3F)cc3c(c21)C1CCC3C1 (centres undefined)
18. CN(CC(=O)Nc1ccc(Cl)c(C(F)(F)F)c1)C(=O)CCc1nc2ccccc2c(=O)[nH]1
19. C[C@@H]1CN([C@H](C)CO)C(=O)c2cc(NC(=O)C3CCCCC3)ccc2O[C@@H]1CN(C)Cc1ccncc1
20. CC(C)OCCCNC(=O)[C@H]1N2C(=O)c3ccccc3C2SC1(C)C (some centres undefined)

Screen / compound no.,11,12,13,14,15,16,17,18,19,20
TRAIL sens C8,-7,2,30,1,7,1,-3,1,3,1
NR2E3 ag-1,/,-2,-2,-2,1,2,/,3,/,-2
MITF TRPM1 inh,4,3,-1,3,-1,-12,/,6,-2,-7
EBV LMP1 NFkB,3,10,2,-1,8,3,/,-3,-2,9
Shn3 inh set2,19,8,0,-1,-2,-14,-9,3,3,8
NR2E3 ag-2,-10,6,-131,6,-11,-19,16,-16,2,1
HIF-2a inh,-6,9,-215,8,-1,-26,-26,7,15,7
hiPSC survival,-0.5,0.6,0.4,1.5,-0.2,2.2,0.2,-0.7,-1.4,0.3
Peg3 promoter,4,8,-175,-5,1,-25,-37,8,1,0
KKLEB tox,6,11,8,5,5,-14,-18,-4,-7,6
CF NFkB inh,2,-21,12,6,8,15,27,4,-13,-4

Results in sequence from the list:
Entries 2 to 11 in hiPSC survival read -1.1, -0.6, 0.0, 0.4, 1.2, -1.4, 3.2, 0.3, -1.4, -0.5
Entries 2 to 11 in KKLEB tox read 0, -1, -10, -8, 7, -5, -10, 13, -3, 6

Laid out differently: three of the compounds above.
#14 COCc1nnc(NS(=O)(=O)c2ccc(NC(C)=O)cc2)s1
  TRAIL sens C8: 1
  NR2E3 ag-1: -2
  MITF TRPM1 inh: 3
  EBV LMP1 NFkB: -1
  Shn3 inh set2: -1
  NR2E3 ag-2: 6
  HIF-2a inh: 8
  hiPSC survival: 1.5
  Peg3 promoter: -5
  KKLEB tox: 5
  CF NFkB inh: 6

#13 COc1cc(/C=C/c2ccc3cccc(O)c3n2)cc(Br)c1OC
  TRAIL sens C8: 30
  NR2E3 ag-1: -2
  MITF TRPM1 inh: -1
  EBV LMP1 NFkB: 2
  Shn3 inh set2: 0
  NR2E3 ag-2: -131
  HIF-2a inh: -215
  hiPSC survival: 0.4
  Peg3 promoter: -175
  KKLEB tox: 8
  CF NFkB inh: 12

#12 COc1ccc(CNS(=O)(=O)c2cc(-c3cc(C)no3)ccc2C)cc1OC
  TRAIL sens C8: 2
  NR2E3 ag-1: -2
  MITF TRPM1 inh: 3
  EBV LMP1 NFkB: 10
  Shn3 inh set2: 8
  NR2E3 ag-2: 6
  HIF-2a inh: 9
  hiPSC survival: 0.6
  Peg3 promoter: 8
  KKLEB tox: 11
  CF NFkB inh: -21

The list goes on.
21. Cc1ccccc1OC(C)C(=O)Nc1ccc(S(=O)(=O)Nc2nccs2)cc1 (centres undefined)
22. Cc1ccccc1NC(=O)C1CCCN1S(=O)(=O)c1cccc2cccnc12 (centres undefined)
23. Cc1cc(=O)[nH]c2nc3ccccc3n12
24. Cc1ccccc1S(=O)(=O)N(C)C[C@H]1OCc2cnnn2CCCC(=O)N([C@H](C)CO)C[C@H]1C
25. CN1CCC(=NOc2ccc([N+](=O)[O-])cc2)CC1
26. COc1cccc(N2CCN(c3cnc4ccccc4n3)CC2)c1
27. Cn1c(N)c(C(=O)COC(=O)c2ccc(Br)o2)c(=O)n(C)c1=O
28. CCOCCCn1c(SCC(=O)Nc2ccccc2OC)nc2ccccc2c1=O
29. Cc1cccc(NC(=S)NC2CCCCC2)n1
30. O=C(O)C1CCN(C(=O)OCc2ccccc2)CC1

Screen / compound no.,21,22,23,24,25,26,27,28,29,30
TRAIL sens C8,0,-8,20,5,2,9,-11,-4,-7,-8
NR2E3 ag-1,-4,5,/,/,2,1,2,-4,0,1
MITF TRPM1 inh,-7,15,/,/,-45,-54,-5,15,-18,-65
EBV LMP1 NFkB,4,13,-9,-12,-15,-44,-1,4,-10,4
Shn3 inh set2,-17,-7,-10,-4,-10,-15,4,16,-3,-129
NR2E3 ag-2,12,-1,13,14,-65,-85,-21,1,-23,-89
HIF-2a inh,14,26,-19,-1,-178,-279,9,9,16,-140
hiPSC survival,0.8,0.2,-0.5,-2.1,0.4,0.8,-0.3,0.3,1.3,-1.2
Peg3 promoter,16,-3,-23,7,-213,-230,21,31,15,-169
KKLEB tox,-6,5,-3,-7,0,14,-3,0,-2,-4
CF NFkB inh,8,1,10,-3,18,-12,6,4,5,-3

31. CCc1nc(C)cn1S(=O)(=O)c1ccc(Cl)c(Cl)c1Cl
32. CN(C)/N=C/C=C1\CC/C(=C\c2ccc(F)c(F)c2)C1=O
33. Cc1ccc(-c2ccc(/C=N/N3C(=O)C4C5C=CC(CC5)C4C3=O)o2)c([N+](=O)[O-])c1 (centres undefined)
34. O=C(c1cnn2c(C(F)(F)F)cc(-c3ccccc3)nc12)N1CCOCC1
35. CCOc1ccc2c(c1)C(c1ccc(C)o1)=NNC(c1ccncc1)=N2
36. Cc1c(CNCC(C)c2ccccc2)c(C(=O)O)c(C)n1Cc1ccccc1 (centres undefined)
37. Cc1cc(C(=O)NC2CCCc3c2cnn3-c2ccc(C(C)(C)C)cc2)n[nH]1 (centres undefined)
38. CCOC(=O)Cn1c(S(=O)(=O)Cc2cccc(F)c2)nc(-c2ccccc2)c1-c1ccccc1
39. CCCNC(=O)c1oc2ccc3c(c2c1C)C(=O)CC(C)(C)O3
40. COc1ccc(CN2CN(S(=O)(=O)c3ccccc3)c3nc4ccccc4nc32)cc1
41. CCOc1ccc(OCCC(=O)NNC(=O)c2cc(OC)c(OC)c(OC)c2)cc1
42. CCOC(=O)C(=CNc1ccc2c(c1)CCN2C(C)=O)C(=O)OCC

Screen / compound no.,31,32,33,34,35,36,37,38,39,40,41,42
TRAIL sens C8,13,6,-4,4,-4,-6,35,19,52*,-3,-5,-5
NR2E3 ag-1,4,3,-1,3,-1,-1,-1,2,3,-3,3,-1
MITF TRPM1 inh,-4,-28,-10,2,25,9,13,0,-83,-3,5,13
EBV LMP1 NFkB,-3,-3,-5,3,4,-6,1,-24,17,-5,1,49*
Shn3 inh set2,-23,-8,-2,-25,17,-11,77,32,-113,-28,-6,-53
NR2E3 ag-2,4,-17,0,-11,-14,-18,36,8,-178,-46,-26,-164
HIF-2a inh,15,-23,-92,12,18,8,-9,4,-237,-204,3,-136
hiPSC survival,-0.2,0.4,0.1,-1.3,2.2,-0.2,-0.1,-2.4,-3.8,-0.4,-0.1,-0.3
Peg3 promoter,-6,-142,-27,3,10,25,-17,38,-270,-76,3,-61
KKLEB tox,-13,6,-3,0,-22,4,6,6,-10,-14,10,0
CF NFkB inh,11,-10,-25,2,8,6,-2,-4,2,17,4,6
